From PubChem BioAssay
MLL CXXC-DNA inh: MLL CXXC-DNA interaction inhibition; Q03164; MLL-CXXC / FITC-HOXA9 DNA fluorescence polarization; Potency, µM (series often up to 115 µM), for the others: at the highest dose activity change, negative = inhibition, actives largely listed as inhibitors; hit rate 0.037% among 290,000; active = well fitted inhibition curve with a large enough effect in the polarisation, with a control signal flat, not every such curve was filed as active; inconclusive = small, poorly fitted or top-dose-only effect, or effect the other way, or a change in a side signal; inactive = no such curve, though single readings can be large or run the other way; the % refers to the polarisation; note: potency is the fitted concentration of half-maximal effect
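Steps: dispense CXXC domain solution (7 uM) → pin compounds or unlabeled HOX-A9 DNA control → 5 min ambient → add FLSN-HOX-A9 solution (50 nM) → spin → 30 min ambient → fluorescence polarization. Tris pH 7.5/NaCl/DTT/BSA buffer.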
Giardia killer: kills Giardia lamblia. hit rate 0.15% among 340,000. Giardia lamblia trophozoite viability. activity change, % at 7.66 µM, hits read low. AID 540267; in the data active = activity change below about -80%; inconclusive = between about -30% and that limit;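 note: parasites exposed to compound for two days anaerobically before the ATP read; % is set by controls: 0 for no effect and ±100 for the full control effect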
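Each well holds 100 Giardia trophozoites and compound. After two days (48 hrs) at 37 deg C in anaerobic conditions, ATP is quantified by luminescence.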
FBPA coupling cs: inhibits coupling enzyme system, counter-screen for aldolase hits | coupling enzyme system counterscreen, AmpLite Red fluorescence | hit rate 0.67% among 290,000 | AID 2472 | activity change, negative = inhibition, % at 58.2 µM, hits read low; in the data active = activity change below about -30%; note: % is set by controls: 0 for no effect and ±100 for the full control effect
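First, compound is pin-transferred into glyceraldehyde-3-phosphate coupling-enzyme reagent at 57.5 uM final and held 10 min at RT. Next, substrate, coupling system and AmpLite Red are added. After 20 min RT, fluorescence (525/598 nm) is read.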
KCNH2 3.1 inh: inhibitors of human KCNH2 3.1 potassium channel isoform | AID 720553 | hit rate 0.95% among 340,000 | activity change, % (tested at about 1.8 µM) | U2OS KCNH2 3.1, thallium flux FluxOr; active compounds read low;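 active = maximum activity change below -70%; inconclusive = maximum activity change from -70% to -50%; inactive = maximum activity change above -50%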;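 note: thallium influx rate constant from kinetic fluorescence after stimulation buffer; % is set by controls: 0 for no effect and ±100 for the full control effect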
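Measured as rate of thallium-driven FluxOr signal in transduced U2OS cells carrying the 3.1 channel, read kinetically for 2 min upon stimulation; values are rate constants scaled to DMSO control wells.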
hERG WT inh: KCNH2 (human, wildtype) channel inhibition | activity change, % at 1.84 µM | U2OS, BacMam KCNH2, thallium flux FluxOr; active compounds read low | Q12809 | hit rate 0.37% among 340,000;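 active = maximum activity change below -70%; inconclusive = maximum activity change between -70% and -50%; inactive = maximum activity change above -50%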; note: % is set by controls: 0 for no effect and ±100 for the full control effect
Target sequence (Q12809 whole entry, looked up): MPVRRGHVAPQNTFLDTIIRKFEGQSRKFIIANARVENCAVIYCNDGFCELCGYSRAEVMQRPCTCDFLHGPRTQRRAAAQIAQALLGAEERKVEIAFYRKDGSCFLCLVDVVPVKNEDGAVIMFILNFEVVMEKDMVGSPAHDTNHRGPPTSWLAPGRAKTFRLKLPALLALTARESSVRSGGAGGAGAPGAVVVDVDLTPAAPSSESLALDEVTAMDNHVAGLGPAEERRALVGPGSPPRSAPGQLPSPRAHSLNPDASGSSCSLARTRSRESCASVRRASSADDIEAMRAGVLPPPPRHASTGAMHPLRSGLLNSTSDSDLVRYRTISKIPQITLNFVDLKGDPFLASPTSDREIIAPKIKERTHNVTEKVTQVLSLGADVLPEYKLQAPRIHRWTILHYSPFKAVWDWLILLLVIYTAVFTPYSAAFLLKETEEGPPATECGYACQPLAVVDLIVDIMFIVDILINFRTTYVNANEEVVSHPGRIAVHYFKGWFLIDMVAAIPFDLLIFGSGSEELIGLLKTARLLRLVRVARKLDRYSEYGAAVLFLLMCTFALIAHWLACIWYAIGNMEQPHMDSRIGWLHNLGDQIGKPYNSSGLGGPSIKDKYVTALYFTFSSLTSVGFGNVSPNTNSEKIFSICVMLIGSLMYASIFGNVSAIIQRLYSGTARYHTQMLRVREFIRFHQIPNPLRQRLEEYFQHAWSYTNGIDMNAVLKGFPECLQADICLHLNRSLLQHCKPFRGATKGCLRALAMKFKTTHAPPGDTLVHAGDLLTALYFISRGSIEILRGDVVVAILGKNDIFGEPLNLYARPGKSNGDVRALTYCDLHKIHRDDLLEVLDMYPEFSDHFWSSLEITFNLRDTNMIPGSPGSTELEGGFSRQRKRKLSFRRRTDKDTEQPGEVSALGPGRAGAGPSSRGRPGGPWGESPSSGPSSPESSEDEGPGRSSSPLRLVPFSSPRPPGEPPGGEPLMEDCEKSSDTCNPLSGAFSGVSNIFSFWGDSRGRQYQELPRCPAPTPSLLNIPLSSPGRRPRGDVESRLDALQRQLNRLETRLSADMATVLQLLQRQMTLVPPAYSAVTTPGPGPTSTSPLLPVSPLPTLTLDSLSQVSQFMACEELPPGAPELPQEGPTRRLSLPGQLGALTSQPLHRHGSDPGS
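U2OS cells transduced with wild-type KCNH2 virus are loaded with FluxOr dye for 45 min, and thallium flux is measured in kinetic reads before and after stimulation buffer. Rate constants are normalized to DMSO controls.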
Menin-MLL TR inh: inhibitors of human menin-MLL interaction, mutant MLL peptide. Menin + Texas Red MLL mutant peptide, fluorescence polarization. Potency, µM (top dose mostly 61.6 µM), inactives show top-dose FP activity change, negative = inhibition, usual class: inhibitors. hit rate 0.23% among 270,000; active = well fitted inhibition curve with a large enough effect in the polarisation, with a control signal flat, not every such curve was filed as active; inconclusive = small, poorly fitted or top-dose-only effect, or effect the other way, or a change in a side signal; inactive = no such curve, though single readings can be large or run the other way; the % refers to the polarisation; note: potency is the fitted concentration of half-maximal effect; % of control where 0% means no effect; many of its hits are not listed in these tables
An asterisk follows results filed as active; ? = inconclusive; nt = no result given; & = joins results of further samples.

canonical_smiles,MLL CXXC-DNA inh,Giardia killer,FBPA coupling cs,KCNH2 3.1 inh,hERG WT inh,Menin-MLL TR inh
CCCCCCCCCCCCCCCC[n+]1ccccc1,?,-13&8,0,nt,nt,?
COc1cc2cc(C(=O)N3CC(COS(C)(=O)=O)c4ccc(O)cc43)[nH]c2c(OC)c1OC (centres undefined),nt,-14,nt,nt,-3,nt
C=C1C(=O)OC2CC3(C)OC3CCC(C)=CC(OC(C)=O)C12 (centres undefined),nt,-11,nt,nt,3,nt
O=c1c([N+](=O)[O-])cn(O)cc1[N+](=O)[O-],nt,-13,nt,nt,13,nt
Nc1ccc(-c2ccccc2)cc1,nt,-8,nt,nt,12,nt
CC1(C(=O)O)CC12c1ccccc1-c1ccccc12 (centres undefined),nt,-4,nt,nt,3,nt
c1ccc(CN2Cc3ccccc3-n3nncc3C2)cc1,nt,nt,nt,3,-5,nt
NN=C1C(Cl)=C(Cl)C(Cl)=C1Cl,nt,nt,nt,-20,-14,nt
O=S(=O)(c1cccc(C(F)(F)F)c1)N1Cc2ccccc2-n2nncc2C1,nt,nt,nt,-6,-6,nt
CN(c1ccc(O)cc1)c1ccc([N+](=O)[O-])c2nonc12,nt,nt,nt,?,0,nt

Single values from the list.
Value of CCCCCCCCCCCCCCCC[n+]1ccccc1 in FBPA coupling cs: 0
Value of O=S(=O)(c1cccc(C(F)(F)F)c1)N1Cc2ccccc2-n2nncc2C1 in hERG WT inh: -6

Going on with the list:
canonical_smiles,MLL CXXC-DNA inh,Giardia killer,FBPA coupling cs,KCNH2 3.1 inh,hERG WT inh,Menin-MLL TR inh
Cc1ccc(-n2c(=S)[nH]c3ccccc3c2=O)cc1C,nt,nt,nt,8,11,nt
CC(C)(C)NC(=S)N1Cc2ccccc2-n2nncc2C1,nt,nt,nt,-9,-19,nt
COC(=O)C1=C(c2ccc(OCc3ccccc3)cc2)C[C@@H]2CC[C@H]1N2C(=O)NCCCCc1ccccc1,nt,nt,nt,-5,-9,nt
C[C@H]1CN([C@@H](C)CO)C(=O)CCCn2nncc2CO[C@H]1CN(C)C(=O)Oc1ccccc1,nt,nt,nt,15,-6,nt
COc1ccc(OC(=O)N(C)C[C@H]2OCc3cnnn3CCCC(=O)N([C@@H](C)CO)C[C@H]2C)cc1,nt,nt,nt,0,1,nt
CC(C)CN1Cc2ccccc2-n2nncc2C1,nt,nt,nt,14,-25,nt
Cc1ccc(OC(=O)N(C)C[C@H]2OCc3cnnn3CCCC(=O)N([C@H](C)CO)C[C@@H]2C)cc1,nt,nt,nt,21,-5,nt
Cc1ncoc1C(=O)NCC1=C(c2ccc(S(C)(=O)=O)cc2)C[C@@H]2CC[C@H]1N2Cc1ccco1,nt,nt,nt,-36,-6,nt
Cc1cc(C)c(NC2=NCCS2)cc1C,nt,nt,nt,0,-1,nt
Cc1ccc(OC(=O)N(C)C[C@@H]2OCc3cnnn3CCCC(=O)N([C@H](C)CO)C[C@H]2C)cc1,nt,nt,nt,-1,-3,nt
CCN1C(=O)CC(=O)N(CC)C1=S,nt,nt,nt,12,-13,nt
C1=NCCCN2CCCCC12 (centres undefined),nt,nt,nt,15,-2,nt
COc1ccc(S(=O)(=O)N2Cc3ccccc3-n3nncc3C2)cc1,nt,nt,nt,3,-3,nt
COc1ccc(OC(=O)N(C)C[C@@H]2OCc3ccccc3-c3c(n(C)c4ccccc34)C(=O)N([C@H](C)CO)C[C@@H]2C)cc1,nt,nt,nt,-7,-2,nt
COc1ccccc1CNCCc1cccc(Cl)c1,nt,nt,nt,-16,29,nt
Cc1cc(C)c(C)c(C(O)(C(=O)O)c2ccccc2)c1 (centres undefined),nt,nt,nt,14,15,nt
CS(=O)(=O)c1ccc(C2=C(CNC(=O)c3cccs3)[C@H]3CC[C@@H](C2)N3Cc2ccccc2)cc1,nt,nt,nt,-1,?,nt
CS(=O)(=O)c1ccc(C2=C(CNC(=O)c3ccncc3)[C@H]3CC[C@@H](C2)N3Cc2ccco2)cc1,nt,nt,nt,-19,-7,nt
C[C@]12CC[C@@H](O)CC1=CC(=O)C1C2CC[C@]2(C)C(=O)[C@H](O)CC12 (some centres undefined),nt,nt,nt,0,0,nt
O=C(NCC1=C(c2ccc3ccccc3c2)C[C@@H]2CC[C@H]1N2Cc1ccco1)c1ccncc1,nt,nt,nt,-31,16,nt
O=C(Nc1cccc2ccccc12)N1Cc2ccccc2-n2nncc2C1,nt,nt,nt,3,3,nt
C[C@@H]1CN([C@H](C)CO)C(=O)CCCn2cc(nn2)CO[C@H]1CN(C)C(=O)Oc1cccc2ccccc12,nt,nt,nt,-27,11,nt
C[C@H](CO)N1C[C@H](C)[C@@H](CN(C)C(=O)Oc2ccc3ccccc3c2)OCc2cnnn2CCCC1=O,nt,nt,nt,1,-7,nt
COC(=O)C1=C(c2ccc(OCc3ccccc3)cc2)C[C@@H]2CC[C@H]1N2C(=O)NCc1cccc(F)c1,nt,nt,nt,-8,-11,nt
CC1=CP(=O)(Oc2ccc([N+](=O)[O-])cc2)CC1 (centres undefined),nt,nt,nt,3,13,nt
O=C(Nc1cc(Cl)cc(Cl)c1)N1Cc2ccccc2-n2nncc2C1,nt,nt,nt,7,-6,nt
N#Cc1ccc(CN2Cc3ccccc3-n3nncc3C2)cc1,nt,nt,nt,-5,1,nt
C[C@@H]1CN([C@@H](C)CO)C(=O)CCCn2cc(nn2)CO[C@H]1CN(C)C(=O)Oc1ccc2ccccc2c1,nt,nt,nt,-5,-11,nt
COCCNC(=S)N1Cc2ccccc2-n2nncc2C1,nt,nt,nt,3,13,nt
C[C@H](CO)N1C[C@H](C)[C@@H](CN(C)C(=O)Oc2cccc3ccccc23)OCc2cn(nn2)CCCC1=O,nt,nt,nt,11,-22,nt
COc1ccc(OC(=O)N(C)C[C@H]2OCc3cnnn3CCCC(=O)N([C@H](C)CO)C[C@H]2C)cc1,nt,nt,nt,-7,0,nt
CCOC(=O)c1cccc(C2=C(CNC(C)=O)[C@H]3CC[C@@H](C2)N3Cc2ccccc2)c1,nt,nt,nt,-3,23,nt
Clc1ccccc1CNCCc1c[nH]c2ccccc12,nt,nt,nt,-13,5,nt
C[C@@H]1CN([C@@H](C)CO)C(=O)CCCn2nncc2CO[C@H]1CN(C)C(=O)Oc1ccccc1,nt,nt,nt,1,-4,nt
Cc1ncc(C(=O)O)n1C(C)c1ccccc1 (centres undefined),nt,nt,nt,11,4,nt
COC(=O)C1=C(c2ccc(OCc3ccccc3)cc2)C[C@@H]2CC[C@H]1N2C(=O)NCc1ccc(Cl)cc1,nt,nt,nt,2,-8,nt
c1coc(CN2Cc3ccccc3-n3nncc3C2)c1,nt,nt,nt,2,16,nt
O=C(OCc1ccccc1)N1CCC2CC1c1cc(N3Cc4ccccc4-n4nncc4C3)ccc12 (centres undefined),nt,nt,nt,-10,-4,nt
Fc1ccc(NC(=S)N2Cc3ccccc3-n3nncc3C2)cc1,nt,nt,nt,14,-15,nt
CCCC1(CC(C)CC)C(=O)NC(=O)NC1=O (centres undefined),nt,nt,nt,8,9,nt
C[C@@H]1CN([C@@H](C)CO)C(=O)CCCn2nncc2CO[C@@H]1CN(C)C(=O)Oc1ccccc1,nt,nt,nt,9,6,nt
C[C@]12C=CC(=O)C=C1CC[C@@H]1[C@@H]2CC[C@]2(C)C(=O)CC[C@@H]12,nt,5,nt,-3,-6,nt
COc1ccc(C(O)C(C)NC(C)C(O)c2ccc(OC)cc2)cc1 (centres undefined),nt,12,nt,-9,-1,nt
O=C1NC2C(=CC(O)C(O)C2O)c2cc3c(c(O)c21)OCO3 (centres undefined),nt,?,nt,-15,-6,nt
CC1CN1P1(=O)OCC(C)([N+](=O)[O-])CO1 (centres undefined),nt,10,nt,-32,7,nt
COC(=O)C1=C(c2ccccc2)C[C@@H]2CC[C@H]1N2C(=O)NCC1CC1,nt,-1,nt,5,-8,nt
Cc1cccc(N2CCC3(CC2)C(=O)NC(=O)NC3=O)c1,nt,8,nt,2,2,nt
Cc1ccccc1NC(=NCCCN1CC1)Nc1ccccc1C,nt,-8,nt,-31,-15,nt
C=CCN(CC=C)C(=O)CCN1CC1C (centres undefined),nt,15,nt,8,-1,nt
CC[C@H]1OC(=O)C[C@@H](O)[C@H](C)[C@@H](O[C@@H]2O[C@H](C)[C@@H](O[C@H]3C[C@@](C)(O)[C@@H](O)[C@H](C)O3)[C@H](N(C)C)[C@H]2O)[C@@H](CC=O)C[C@@H](C)C(=O)/C=C/C(C)=C/[C@@H]1CO[C@@H]1O[C@H](C)[C@@H](O)[C@@H](OC)[C@H]1OC,nt,-23,nt,3,6,nt

(list continues)
canonical_smiles,MLL CXXC-DNA inh,Giardia killer,FBPA coupling cs,KCNH2 3.1 inh,hERG WT inh,Menin-MLL TR inh
Cc1ccccc1-c1ccc2n1Cc1cnnn1-c1ccccc1-2,nt,4,nt,-10,-11,nt
CC1c2ccccc2-n2nncc2CN1C (centres undefined),nt,-6,nt,-4,-15,nt
COC(=O)C1=C(c2cc3ccccc3s2)C[C@@H]2CC[C@H]1N2C(=O)NCC1CC1,nt,-8,nt,7,-27,nt
CN(C)c1ccc(C=C2C(=O)NC(=O)NC2=O)cc1,nt,8,nt,3,1,nt
CCC1=CCN(CCc2c(C)[nH]c3ccccc23)CC1,nt,2,nt,-7,1,nt
COc1ccccc1N1CCN(Cc2ccc3c(c2)OCO3)CC1,nt,9,nt,-5,5,nt
CSc1ccc(CN2CCN(C(=O)Cc3ccccc3)CC2)cc1,nt,-10,nt,22,3,nt
O=C(NN=Cc1ccc(N(CCCl)CCCl)cc1)C(=O)c1c[nH]c2ccccc12,nt,-12,nt,-8,2,nt
CC1(C(=O)O)CCCC2(C)c3cc(O)ccc3CCC12 (centres undefined),nt,5,nt,14,-15,nt
COc1ccc(C=C2C(=O)NC(=S)NC2=O)cc1OC,nt,6,nt,19,-9,nt
Cc1nc2ccsc2c(=O)n1-c1ccccc1Cl,nt,3,nt,-2,-7,nt
COC(=O)C1=C(c2cc3ccccc3o2)C[C@@H]2CC[C@H]1N2C(=O)NC(C)C,nt,-8,nt,12,-11,nt
CSc1ncc(Br)c(N2CC2)n1,nt,16,nt,3,-1,nt
Oc1c(Cl)cccc1Cc1cc(Cl)cc(Cl)c1O,nt,0,nt,8,-2,nt
COC(=O)C1=C(c2cc3ccccc3s2)C[C@@H]2CC[C@H]1N2C(=O)NCc1cccc2ccccc12,nt,-4,nt,4,-4,nt
COC(=O)C1=C(c2cccc(OC)c2OC)C[C@@H]2CC[C@H]1N2C(=O)NC1CCCCC1,nt,9,nt,-9,0,nt
CC(CC(C)(C)N1CC1)=NO,nt,12,nt,-6,-6,nt
CC1(C)CC2CCC(O)C2C(CCO)N1 (centres undefined),nt,-5,nt,2,3,nt
C/C=C1/CN2[C@@H]3C4CO[C@@H]3c3c([nH]c5cc(OC)ccc35)[C@@H]2CC14 (some centres undefined),nt,3,nt,-4,-23,nt

Laid out differently: 2 of the compounds above
CC(CC(C)(C)N1CC1)=NO
- MLL CXXC-DNA inh: nt
- Giardia killer: 12
- FBPA coupling cs: nt
- KCNH2 3.1 inh: -6
- hERG WT inh: -6
- Menin-MLL TR inh: nt

CC1(C)CC2CCC(O)C2C(CCO)N1 (centres undefined)
- MLL CXXC-DNA inh: nt
- Giardia killer: -5
- FBPA coupling cs: nt
- KCNH2 3.1 inh: 2
- hERG WT inh: 3
- Menin-MLL TR inh: nt

A portion of the library; the hit share may differ from the screen's.
